# High-throughput results: PubChem BioAssay, several laboratories
# human PMI inhibitors: human PMI inhibitors, high substrate, primary screen, biochemical, fluorescence intensity, high mannose 6-phosphate (AID 1220); Mannose-6-phosphate isomerase (Homo sapiens); recombinant PMI enzyme, coupled fluorescence intensity; higher % means a stronger effect; inhibition, % at 20 µM, or IC50 in µM where a hit was titrated; hit rate 0.66% among 190,000
# Myeloid diff 2: induction of myeloid progenitor differentiation, primary screen, cell-based, flow cytometry, MLPCN library | ER-HoxA9 myeloid progenitors, lysozyme-GFP differentiation | calls only at 10 µM | hit rate 1% among 360,000 | AID 624256, 2012;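 active means normalized GFP-positive differentiation at or above the plate's own cutoff, the solvent-only control mean plus 3 SD; inconclusive means no clear call, values can overlap the other calls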;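 further: cells exposed to compound for four days before flow analysis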
# M1AAP inhibition: P. falciparum M1AAP inhibitors, biochemical, fluorogenic H-Leu-NHMec substrate, 1536-well (AID 1445) | Aminopeptidase N (Plasmodium falciparum (isolate 3D7)) | recombinant M1AAP, H-Leu-NHMec fluorogenic kinetic assay; higher % means a stronger effect | inhibition, % at 30 µM; hits with a dose series show IC50 in µM | hit rate 0.42% among 220,000;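 active means primary inhibition above the hit cutoff, then over 50% inhibition at one or more dose response concentrations, cut at about 23% in these data, passing the limit was not always enough; inconclusive means conflicting primary data, or primary hits not chosen for dose response; inactive means low primary inhibition, or under 50% at every dose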;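 further: plate controls were DMSO full reaction for no effect and no enzyme background for full effect; strong numbers were not always called active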
# LYP inhibition: inhibitors of LYP phosphatase, biochemical, fluorescence intensity, uHTS (AID 1779) | Tyrosine-protein phosphatase non-receptor type 22 (Homo sapiens) | recombinant LYP phosphatase, fluorescence intensity; higher % means a stronger effect | inhibition, % at 11.5 µM; hits with a dose series show IC50 in µM | hit rate 0.054% among 290,000;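 further: plate controls were vehicle with enzyme for no effect and no enzyme for full effect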
# XIAP antagonists: XIAP antagonists, biochemical, IAP family, fluorescence polarization (AID 1018); XIAP BIR domain, fluorescence polarization peptide displacement; higher % means a stronger effect; displacement, % at 20 µM, or IC50 in µM where a hit was titrated; hit rate 0.007% among 200,000; in the data active means displacement above about 50%; further: a part of the inactive calls stands beside numbers as strong as those of hits
# CSM14.1 death rescue: rescue of cells from ER stress-induced death, primary screen, 384-well, CSM14.1, thapsigargin, ATP luminescence (AID 1222). CSM14.1 thapsigargin-induced death rescue, ATP luminescence; higher % means a stronger effect. cellular ATP content (survival), % at 20 µM; hits with a dose series show EC50 in µM. 190,000 tested, under 10 active;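 active means EC50 below 50 µM in the dose-response confirmation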;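 further: death triggered by thapsigargin at about 15 µM added after 2 h compound pretreatment; cell ATP read after overnight thapsigargin exposure of roughly 18 to 22 hours; normalized against plate controls of thapsigargin alone and 5% DMSO vehicle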
# TNAP activation fold: human TNAP enzyme activators, primary screen, biochemical, luminescent, no phosphate acceptor, uHTS (AID 1001); purified TNAP, luminescent activation assay, no phosphate acceptor; higher activation fold means a stronger effect; hit rate 0.03% among 200,000; activation fold at 20 µM, or EC50 in µM where a hit was titrated; in the data active means activation fold from about 3, or a potency from the dose series; inactive means the rest, 99 in 100 with activation fold below about 1.6; further: many of its hits are not listed in these tables
# P. falciparum M17LAP: P. falciparum M17LAP inhibitors, primary screen, biochemical, fluorogenic H-Leu-NHMec substrate, 1536-well (AID 1619). recombinant M17LAP, H-Leu-NHMec fluorogenic kinetic assay; higher % means a stronger effect. Leucine aminopeptidase (Plasmodium falciparum (isolate 3D7)). inhibition, % at 30 µM, or IC50 in µM where a hit was titrated. hit rate 0.38% among 220,000;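 active means compound inhibiting the enzyme by more than half at any dose during confirmatory dose-response retesting; inconclusive means strong single-dose inhibitors picked by rank but not retested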;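 further: plate controls were full reaction with DMSO carrier for no effect and no enzyme background for full effect; strong numbers were not always called active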
# human PMI inhibition: inhibitors of human PMI, primary screen, biochemical, fluorescence intensity, coupled assay (AID 1209) | hit rate 0.42% among 190,000 | inhibition, % at 20 µM; hits with a dose series show IC50 in µM | purified PMI enzyme, coupled fluorescence intensity; higher % means a stronger effect | Mannose-6-phosphate isomerase (Homo sapiens);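 further: plate controls were DMSO vehicle for no effect and wells lacking substrate for full effect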
# Myeloid diff 2 GFP+ MAC1+ %: recorded beside Myeloid diff 2, whose call it bears; GFP+ MAC1+ double positive, %; measured here: differentiation confirmed by MAC1 staining
# Active calls of the source: *; i = inactive; ? = inconclusive; nt = no result given; + = active, no number. Unless noted, no stated cut-off is given here; in the data, active means inhibition above about 50%; inactive means the rest. This is a random part of the collection; overall some 2.7% were active at least once.
# Below each SMILES – human PMI inhibitors | TNAP activation fold | Myeloid diff 2 | human PMI inhibition | P. falciparum M17LAP | CSM14.1 death rescue | LYP inhibition | M1AAP inhibition | XIAP antagonists | Myeloid diff 2 GFP+ MAC1+ %
- Cc1nn(C(=O)CNS(=O)(=O)c2ccccc2)c(C)c1Sc1ccc(Cl)cc1
  5% | 1.7 | i | 10% | -11% | 1.2% | -12% | -4% | -1.8% | 0.7
- Cc1ccc(C(=O)NNc2ncnc3ccccc23)cc1
  nt | nt | i | nt | 1% | nt | -8% | 4% | nt | 0.5
- C=C(C)Cn1c(-c2cccc([N+](=O)[O-])c2)n[nH]c1=S
  6% | 0.8 | i | 1% | 4% | -2.6% | -4% | 8% | -7.7% | 0.2
- O=C(N/N=C/c1ccccn1)C(=O)N1CCCCCC1
  nt | nt | i | nt | 21% | nt | -9% | -3% | nt | 0.8
- O=C(c1ccc(Cl)cc1)[C@@H]1[C@@H]2C(=O)N(c3ccc(Cl)cc3)C(=O)[C@@H]2C2c3ccccc3C=NN21 (stereo partly drawn)
  19% | 0.9 | i | 3% | -6% | -1.0% | -4% | 1% | -4.2% | 0.2
- COc1cccc(-c2nn(-c3ccccc3)cc2C(=O)n2nnc3ccccc32)c1
  -5% | 1.1 | i | -4% | 35% | -1.2% | 7% | 11% | 0.4% | 2.9
- O=[N+]([O-])c1cccc(/C=N/Nc2nc(NCc3ccccc3)nc(N3CCOCC3)n2)c1
  4% | 1.1 | i | -1% | -5% | -0.2% | -2% | 5% | -2.6% | 0.3
- COc1cc(CNCCc2c[nH]c3ccccc23)cc(Cl)c1OCC(N)=O
  21% | 1.1 | i | 14% | -4% | 0.1% | -12% | -1% | -5.7% | 0.1
- CC(=O)Nc1nc2cccc([N+](=O)[O-])c2s1
  0% | 1 | i | 1% | 6% | -0.2% | 2% | 8% | 2.2% | 0.6
- CCCCNC(=O)c1onc(CSc2ccc(Cl)cc2)c1C(=O)O
  -10% | 1 | i | -12% | 27% | -1.8% | -7% | 0% | -27% | 1.7
- COc1ccc(C(=O)NC(=S)N2CC(C)OC(C)C2)cc1OC (stereo not drawn)
  10% | 1.1 | i | -1% | -2% | -2.2% | -6% | -6% | -1.8% | 0.8
- Cc1[nH]n(-c2ccccc2)c(=O)c1/C=N/NC(=O)c1ccoc1C
  3% | 1 | ? | 27% | 11% | -2.2% | -5% | -9% | 1.2% | nt
- COc1ccc(S(=O)(=O)N(C)C)cc1NC(=O)COC(=O)c1nn(C)c(=O)c2ccccc12
  -4% | 1 | i | -8% | -5% | -2.9% | -1% | 3% | -6.5% | 0.0
- CCOC(=O)C1=C(C)Nc2ncnn2C1c1ccccc1F (stereo not drawn)
  -19% | 1.2 | i | -8% | 10% | 1.1% | -3% | 14% | -4.1% | 0.9
- CCOC(=O)c1ccc(NC(=O)C2CC(=O)Nc3nc4ccccc4n32)cc1 (stereo not drawn)
  -10% | 1.3 | i | -2% | 9% | -0.4% | 5% | 0% | -6.3% | 0.3
- COC(OC)c1nc(SCC(=O)Nc2cccc(Cl)c2)ncc1C(=O)O
  nt | nt | i | nt | 14% | nt | -2% | -1% | nt | 0.7
- CCCc1nnc(NC(=O)CC(=O)OCC)s1
  -7% | 1.1 | i | 0% | 12% | 1.7% | -7% | -2% | 0.7% | 1.0
- CCOC(=O)C1(Cc2ccccc2Cl)CCN(C(=O)CN2CCOC2=O)CC1
  12% | 1.1 | i | 9% | -5% | -0.2% | -5% | -5% | -3.3% | 1.1
- CC(NC(=O)CCSc1nc(-c2ccc3c(c2)OCO3)cc(C(F)(F)F)n1)c1ccccc1 (stereo not drawn)
  4% | 1.1 | i | 9% | 1% | 0.0% | 1% | -6% | -6.4% | 1.1
- CC(NC(=O)c1cc2cc([N+](=O)[O-])ccc2oc1=O)C1CCCO1 (stereo not drawn)
  9% | 0.9 | i | 8% | 0% | -0.3% | -8% | 4% | -3.4% | 0.2

# The list goes on.
# Below each SMILES – human PMI inhibitors | TNAP activation fold | Myeloid diff 2 | human PMI inhibition | P. falciparum M17LAP | CSM14.1 death rescue | LYP inhibition | M1AAP inhibition | XIAP antagonists | Myeloid diff 2 GFP+ MAC1+ %
- Cc1cc([N+](=O)[O-])ccc1NC(=S)NC(=O)Cc1ccccc1
  2% | 1.1 | i | 10% | 20% | 2.7% | -7% | 24%* | -6.0% | 0.8
- COc1cccc2cc(C(=O)NC(C)C3CCCO3)c(=O)oc12 (stereo not drawn)
  2% | 1.1 | i | 7% | 20% | -1.2% | -3% | 17% | -4.0% | 1.7
- CCCc1cc(=O)[nH]c(SCc2ccc(Cl)cc2)n1
  -3% | 0.9 | i | -12% | -4% | 2.7% | 1% | -7% | -2.6% | 2.1
- CC(C)(C)n1nnnc1C(c1ccc(F)cc1)N(Cc1ccc(F)cc1)Cc1ccco1 (stereo not drawn)
  12% | 1 | i | 13% | -3% | -0.4% | 6% | 1% | -10% | 0.5
- Cc1ccc(C)c(NC(=O)CCC(=O)N/N=C2/CC(=O)CC(C)(C)C2)c1
  1% | 0.9 | i | 2% | -2% | 0.5% | -3% | -7% | -0.5% | 0.2
- N#Cc1c(-c2ccccc2)nc(-c2ccccc2)[nH]c1=O
  -3% | 1.1 | i | 2% | 5% | -0.5% | 0% | 6% | -3.0% | 0.6
- O=C(Nc1ccccn1)c1c(O)c2cccc3c2n(c1=O)CCC3
  -8% | 1.1 | i | -5% | 0% | 1.7% | -4% | -2% | -5.4% | 1.1
- CCOC(=O)CSc1nnc(C2CCCCC2)n1C
  -3% | 1.2 | i | 0% | 3% | -0.8% | -2% | 0% | -4.8% | 0.4
- COC(=O)c1ccc(NC(=O)[C@H](C)NC(N)=O)cc1
  nt | nt | i | nt | 3% | nt | -7% | 3% | nt | 0.1
- Nc1nc(-c2ccco2)cs1
  35% | 1.1 | i | 7% | -8% | -0.9% | -4% | 0% | -0.9% | 1.3
- NNC(=O)c1cccc(O)c1
  1% | 1 | i | 10% | 2% | -1.9% | -8% | 3% | -3.7% | 0.8
- Cc1csc2nc3cc(C(N)=O)ccc3c(=O)n12
  nt | nt | i | nt | -10% | nt | -8% | 1% | nt | 1.3
- Cc1oc(-c2ccc(Cl)cc2)nc1CN1CCC(C(=O)NCCCN2CCCC2=O)CC1
  -2% | 1 | i | -2% | 0% | -0.7% | -10% | -2% | -5.9% | 1.8
- CCCNC(=O)COC(=O)c1ccccc1OCc1ccc(Cl)cc1
  7% | 1 | + | 8% | 15% | 0.8% | -4% | 0% | -3.0% | 2.9*
- Cc1ccc(/C(N)=N/OC(=O)Cc2cccs2)cc1
  13% | 1.1 | i | 11% | -8% | 1.7% | 4% | 16% | 1.8% | 0.8
- CC(C)C(c1nnnn1Cc1ccccc1)N(Cc1ccco1)Cc1cccs1 (stereo not drawn)
  10% | 1.2 | nt | -15% | 8% | 11% | -2% | 7% | -13% | nt
- CCOc1ccc(C(=O)NCC(=O)OCc2c(C)noc2C)cc1
  9% | 1 | i | 12% | -12% | 0.0% | -8% | 10% | -3.1% | 0.6
- Cc1cc(C)c2c(c1)-c1c(ssc1=S)C(C)(C)N2C(=O)CSc1nncn1C
  -2% | 1 | i | 6% | 15% | 4.6% | -3% | 5% | -0.9% | 0.6
- CCN=C1SC(C(=O)Nc2cccc(Cl)c2)CC(=O)N1CC (stereo not drawn)
  -5% | 1.1 | i | -7% | 2% | -0.8% | -4% | 8% | -12% | 0.3
- O=C(Nc1ccc(Nc2ccccc2)cc1)C1CC1
  4% | 1.1 | i | 11% | 7% | -1.9% | -1% | 1% | -2.7% | 0.3

# Some values from above.
# COc1cccc2cc(C(=O)NC(C)C3CCCO3)c(=O)oc12 (stereo not drawn) | M1AAP inhibition: 17%
# O=C(Nc1ccc(Nc2ccccc2)cc1)C1CC1 | TNAP activation fold: 1.1

# The main list resumes with the 2 entries that preceded the break.
# Below each SMILES – human PMI inhibitors | TNAP activation fold | Myeloid diff 2 | human PMI inhibition | P. falciparum M17LAP | CSM14.1 death rescue | LYP inhibition | M1AAP inhibition | XIAP antagonists | Myeloid diff 2 GFP+ MAC1+ %
- CCN=C1SC(C(=O)Nc2cccc(Cl)c2)CC(=O)N1CC (stereo not drawn)
  -5% | 1.1 | i | -7% | 2% | -0.8% | -4% | 8% | -12% | 0.3
- O=C(Nc1ccc(Nc2ccccc2)cc1)C1CC1
  4% | 1.1 | i | 11% | 7% | -1.9% | -1% | 1% | -2.7% | 0.3
- CCOC(=O)C1CCCN(C(=O)C2CCN(S(=O)(=O)c3cccs3)CC2)C1 (stereo not drawn)
  -5% | 1.2 | i | -4% | -10% | -0.5% | -8% | 3% | -1.8% | 3.1
- COc1ccc(CCNC(=O)C2CCCN(C(=O)N(C)C)C2)c(OC)c1 (stereo not drawn)
  0% | 1.1 | i | 4% | 6% | -2.1% | -9% | -2% | -3.7% | 6.5
- Cc1ccc(NC(=O)c2cc(NC(=O)CCCC(=O)O)ccc2Cl)cc1Cl
  5% | 1.1 | i | 0% | -2% | -2.3% | -10% | 1% | -2.1% | 0.1
- c1ccc2c(COn3nnc4ccccc43)cccc2c1
  -4% | 1.1 | i | 1% | -4% | 0.1% | -6% | 8% | -2.5% | 5.9
- COc1ccccc1NS(=O)(=O)c1ccc(NC(=O)CCNC(=O)c2ccco2)cc1
  -12% | 1.1 | i | -6% | -9% | 0.6% | -6% | 0% | -8.4% | 0.7
- O=c1c(Oc2ccccc2Br)c(C(F)(F)F)oc2c(CN3CCCC3)c(O)ccc12
  -61% | 0.8 | i | -37% | 10% | 0.8% | 6% | 2% | -4.6% | 0.4
- Cn1nc(C(F)(F)F)c2cc(NC(=O)OCc3ccc(C(C)(C)C)cc3)sc21
  12% | 1.2 | i | 18% | -6% | -0.1% | -6% | -1% | -0.8% | 2.4
- C=CCc1cccc2cc(C(=O)OCC(=O)c3ccccc3)c(=O)oc12
  -2% | 1 | i | 3% | -5% | -0.3% | 3% | -1% | -2.5% | 0.6
- CC1(C)Cc2ccccc2C(N/N=C/c2ccc(Cl)cc2)=N1
  3% | 1.1 | i | 14% | -3% | 1.5% | 0% | 7% | -8.0% | 0.2
- Cc1ccc(NC(=S)N2CCCCCC2)cc1
  nt | nt | i | nt | -4% | nt | -4% | 7% | nt | 1.4
- O=C(CCc1ccccc1)Nc1ccc2ccccc2n1
  1% | 1 | i | -2% | 10% | 2.8% | -10% | 1% | -3.8% | 0.4
- CCN(CC)S(=O)(=O)c1ccc(C)c(NC(=O)CNCCN(C(C)C)C(C)C)c1
  -6% | 1.1 | i | -5% | 4% | -0.6% | -8% | 8% | -3.4% | 0.4
- Cc1ccc(Cn2nnc3c(=O)n(Cc4cccc(C)c4)cnc32)cc1
  21% | 0.9 | i | 18% | 7% | -1.6% | -2% | 8% | -4.1% | 2.9
